# LRH-1 inv ag: inverse agonists of human LRH-1 (NR5A2). HEK293T StAR-luciferase reporter, LRH-1 transfected, 24 h. 360,000 compounds, 0.13% hits. AID 602396. inhibition, % at 3.6 µM;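 active = inhibition above the mean inhibition of all tested compounds plus 3 SD, cut at about 73% in these data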;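 also: 0% = DMSO wells and 100% = reporter-only cells lacking LRH-1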
# NR2F2 inh: blocks human COUP-TFII nuclear receptor; P24468; HEK293T NGFI-A luciferase reporter, luminescence; 370,000 compounds, 0.7% hits; inhibition, % at 8.6 µM; AID 686940;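 active = inhibition above a per-plate cutoff, mean inhibition of test wells between control levels plus 3 SD, cut at about 38% in these data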;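 also: cells cotransfected with COUP-TFII expression vector driving the NGFI-A reporter; 0% = median of COUP-TF2 test wells and 100% = reporter-only cells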
# MC4R barr agon: human MC4R agonism via beta-arrestin; P32245; U2OS MC4R beta-arrestin complementation, luminescence; percent of melanotan II response, DMSO zero; activation, % at 8.9 µM; 360,000 compounds, 0.98% hits; AID 540308;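 active = activation above a per-plate cutoff, the mean activation of sample wells on that plate plus 3 SD, cut at about 8% in these data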
# TLR9-MyD88 block: blocks human TLR9 binding to MyD88; CHO BLA complementation TLR9-MyD88, CCF4 FRET ratio; inhibition, % at 4.98 µM; 340,000 compounds, 0.21% hits; AID 504734;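 active = inhibition above the mean over all tested compounds plus 3 SD, cut at about 21% in these data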;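 also: 0% = DMSO only wells and 100% = clavulanate BLA inhibitor control wells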
# NOD2 RIPK2 PPI: NOD2-RIPK2 protein interaction inhibition | 360,000 compounds, 0.38% hits | CHO BLA complementation NOD2-RIPK2, CCF4 ratio | inhibition, % at 4.98 µM; in the data active = inhibition above about 21%;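 also: 0% = vehicle only and 100% = reference blocker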
# ABHD5 PLIN5 PPI: ABHD5-PLIN5 protein interaction inhibition; Q00G26+Q8WTS1; Split G. princeps luciferase complementation, luminescence, 4 h; inhibition, % at 4 µM; 360,000 compounds, 0.78% hits; AID 602281;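 active = inhibition above the mean inhibition across every tested compound plus 3 SD, cut at about 22% in these data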;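 also: 0% = DMSO only wells and the 100% control is not disclosed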
# SRC1 inh: inhibitors of human steroid receptor coactivator 1 (SRC1). Q15788. HEK293 GAL4-SRC1 luciferase reporter, luminescence. inhibition, % at 3.6 µM. 360,000 compounds, 0.12% hits;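 active = inhibition above the campaign mean plus 3 SD, with each screening campaign given its own cutoff, cut at about 60% in these data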;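 also: 0% = DMSO treated cells and 100% = gossypol at 36 µM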
# NCOA3 inh: inhibits human SRC3 coactivator; HEK293 GAL4-SRC3 luciferase reporter, luminescence; inhibition, % at 3.6 µM; 360,000 compounds, 0.17% hits;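 active = inhibition above a per-campaign cutoff, the mean of all compounds plus 3 SD, cut at about 60% in these data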;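 also: 0% = DMSO-treated cells and 100% = gossypol-treated cells at 36 µM; higher means less SRC3-driven luciferase light from the GAL4 reporter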
# MC4R antagonist: antagonists of human melanocortin 4 receptor (MC4R) | P32245 | MC4R-expressing cells, MTII-stimulated cAMP, LANCE TR-FRET | inhibition, % at 6.5 µM | 360,000 compounds, 0.48% hits;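 active = inhibition above its plate's cutoff, the mean of tested wells on that plate plus 3 SD, cut at about 29% in these data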;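 also: 0% = Melanotan II alone and 100% = Melanotan II plus saturating MCL0020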
#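 System – human MC4R-expressing U2OS cells · Also added – Melanotan II · Dosing – one concentration, 6.5 µM nominal · Timing – 30-min compound, 1-h challenge, 1-h detection, room temperature · Measured by – Eu-cAMP/anti-cAMP TR-FRET, emission 671 nm · Replicates – singlicate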
# EBV LMP1 NFkB: inhibitors of Epstein-Barr LMP1-induced NF-kappaB reporter; LMP1-induced NF-kappaB luciferase reporter cells, luminescence; inhibition, % at 12.5 µM; 350,000 compounds, 0.69% hits; in the data active = inhibition above about 41%;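 also: 0% = neutral control wells and 100% = reference inhibitor control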
# SRC2 inh: human SRC2 (NCOA2) inhibition; Q15596; HEK293 GAL4-SRC2 luciferase reporter, luminescence; inhibition, % at 9 µM; 370,000 compounds, 0.17% hits;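 active = inhibition above the mean inhibition of all tested compounds plus 3 SD, set per campaign, cut at about 52% in these data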;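 also: 0% = DMSO treated cells and 100% = cells given Gossypol at 36 µM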
# Target sequence (Q15596 whole entry, looked up, the tested form may be a part): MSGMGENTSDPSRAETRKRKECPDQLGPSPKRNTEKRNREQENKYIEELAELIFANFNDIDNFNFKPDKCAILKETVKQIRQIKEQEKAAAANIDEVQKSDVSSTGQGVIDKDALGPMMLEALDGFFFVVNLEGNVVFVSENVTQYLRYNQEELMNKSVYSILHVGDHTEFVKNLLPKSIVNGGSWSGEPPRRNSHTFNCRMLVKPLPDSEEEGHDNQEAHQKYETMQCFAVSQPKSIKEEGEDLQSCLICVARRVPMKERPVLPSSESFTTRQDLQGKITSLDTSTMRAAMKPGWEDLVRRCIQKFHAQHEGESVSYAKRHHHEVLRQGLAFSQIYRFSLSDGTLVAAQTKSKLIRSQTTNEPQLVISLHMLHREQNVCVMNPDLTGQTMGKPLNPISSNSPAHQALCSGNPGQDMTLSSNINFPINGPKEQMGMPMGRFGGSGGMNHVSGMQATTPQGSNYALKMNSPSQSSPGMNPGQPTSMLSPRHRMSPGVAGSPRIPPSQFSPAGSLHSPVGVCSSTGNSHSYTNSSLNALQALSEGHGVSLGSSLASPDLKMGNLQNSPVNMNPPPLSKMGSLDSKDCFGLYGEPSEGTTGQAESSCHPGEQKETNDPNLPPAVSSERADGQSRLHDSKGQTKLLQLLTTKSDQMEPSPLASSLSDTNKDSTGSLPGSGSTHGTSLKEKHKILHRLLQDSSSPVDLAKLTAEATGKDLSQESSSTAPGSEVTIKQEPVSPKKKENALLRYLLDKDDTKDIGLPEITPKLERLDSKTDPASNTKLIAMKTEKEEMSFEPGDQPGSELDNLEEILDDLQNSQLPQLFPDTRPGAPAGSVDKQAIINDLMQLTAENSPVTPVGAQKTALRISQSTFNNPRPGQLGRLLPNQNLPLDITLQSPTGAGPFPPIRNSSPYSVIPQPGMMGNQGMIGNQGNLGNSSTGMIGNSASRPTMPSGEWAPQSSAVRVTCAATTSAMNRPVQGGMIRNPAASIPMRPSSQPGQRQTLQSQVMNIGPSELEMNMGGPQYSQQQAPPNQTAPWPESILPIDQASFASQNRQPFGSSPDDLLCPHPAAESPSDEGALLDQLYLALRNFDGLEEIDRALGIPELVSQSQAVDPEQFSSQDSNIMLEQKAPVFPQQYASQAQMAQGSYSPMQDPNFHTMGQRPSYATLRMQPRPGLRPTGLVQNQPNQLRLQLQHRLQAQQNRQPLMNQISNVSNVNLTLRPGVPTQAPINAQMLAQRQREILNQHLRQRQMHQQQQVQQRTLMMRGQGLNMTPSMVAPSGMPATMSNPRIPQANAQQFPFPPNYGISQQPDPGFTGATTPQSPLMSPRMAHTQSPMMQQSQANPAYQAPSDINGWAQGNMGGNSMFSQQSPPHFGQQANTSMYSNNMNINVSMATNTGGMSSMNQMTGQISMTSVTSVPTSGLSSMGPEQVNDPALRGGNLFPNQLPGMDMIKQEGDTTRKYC
# * = called active by the depositor; . = not tested or not shown; & = joins results of further samples.
SMILES,LRH-1 inv ag,NR2F2 inh,MC4R barr agon,TLR9-MyD88 block,NOD2 RIPK2 PPI,ABHD5 PLIN5 PPI,SRC1 inh,NCOA3 inh,MC4R antagonist,EBV LMP1 NFkB,SRC2 inh
Cc1ccccc1Cn1cc(NS(=O)(=O)c2cn(C)nc2C)cn1,-4,4,-0.5,-5,-6,1,3,4,5,-2,-34
CCCNC(=O)c1ccccc1NC(=O)c1ccccc1N(C)S(=O)(=O)c1ccc(C)cc1,2,3,-1.5,-3,1,1,4,-5,-6,-8,-7
Oc1cccc(-c2nc3c4c(ncn3n2)-c2ccccc2CC42CCCC2)c1,12,8,-0.4,3,-2,-29,13,28,17,15,16
COc1ccc(CC(=O)OCC(=O)NCc2ccc(F)cc2)cc1,-4,-1,-2.1,0,-13,9,0,-2,3,-6,-14
O=C(COC(=O)CCCOc1ccccc1)NC1CCS(=O)(=O)C1 (configuration not stated),15,-2,-1.0,5,6,3,-4,-14,2,-2,-23
C=CCn1c(O)c2ccc(C(=O)N=NC(=O)COc3ccc(OC)cc3)cc2c1O,6,-3,-2.9,-4,14,0,-24,18,5,-3,-20
CCOC(=O)c1c(NC(=O)CCCC(=O)O)sc2c1CCC2,1,16,-1.6,6,-1,2,-6,9,4,6,11
O=C(/C=C/c1ccc(O)cc1)OCc1occc(=O)c1O[C@@H]1OC(CO)[C@@H](O)[C@H](O)[C@@H]1O (some centres not stated),-12,9,0.9,5,-11,4,-23,-24,-6,4,11
CC(=O)c1ccc(OCc2cc(C(=O)N3CCN(c4ccccc4)CC3C)no2)cc1 (configuration not stated),-71,-37,-2.8,1,-6,-2,-88,-70,0,-38,-49
CN1CCN(C(=O)CN(C)S(=O)(=O)c2ccc3ccccc3c2)CC1,-20,5,-0.6,.,-5,0,5,16,1,-6,13
CCN1C(=O)[C@@H]2[C@@H](c3ccc(-c4ccc(F)cc4)c(OC)c3)N3CCC[C@@]3(C(=O)OC)[C@@H]2C1=O,-1,-3,-1.0,-2,-2,2,8,7,8,-4,18
COc1ccccc1NC(=O)c1ccc(Br)o1,-41,-2,0.0,-2,4,4,-8,-13,0,15,15
Cc1ccccc1OC1C(=O)N(CC2CCCO2)C1c1ccc2c(c1)OCO2 (configuration not stated),15,15,1.3,-7,2,0,8,9,-1,16,-4
COc1ccc(N2CCN(Cc3nc(N)nc(N4CCCc5ccccc54)n3)CC2)cc1,0,-5,-1.0,2,-4,5,6,15,4,8,-19
COC(=O)c1nn(-c2ccccc2)c(Cl)c1/C=N/OCc1c(Cl)cccc1Cl,12,-10,-0.6,-6,-9,0,-21,12,12,-2,0
Nc1ccccc1Sc1ccc(C(=O)c2ccccc2C(=O)O)cc1[N+](=O)[O-],13,-13,0.9,3,9,-12,8,-3,8,7,-6
CCOc1ccc(/C=N/NC(=O)C(C)N(c2ccc(OC)cc2)S(C)(=O)=O)cc1OCC (configuration not stated),5,5,-3.1,0,-6,0,-33,15,0,-2,-9
COC(=O)c1cnn(-c2ccc(F)cc2F)c1/C=N/NC(N)=S,16,15,0.2,-4,-5,3,23,13,7,15,0
O=C(Nc1nccs1)C(F)(F)C(F)(F)C(F)(F)C(=O)Nc1nccs1,18,5,0.6,3,-1,-17,-29,-3,6,0,-15
Cc1ccc(CS(=O)(=O)Cc2ccc(C(=O)NCCCN3CC(C)CC(C)C3)o2)cc1 (configuration not stated),7,-7,0.1,-5,-6,5,-12,18,-4,-1,10
Cc1cc(C)n2nc(C)c(-c3ccc(Cl)cc3)c2n1,5,6,-1.6,12,5,0,-13,-12,-21,-10,0
COc1ccccc1C(=O)N/N=C(\C)CC(=O)Nc1ccc(Nc2ccccc2)cc1,-44,-18,-1.2,-5,-5,-2,7,-36,1,-8,-49
O=[N+]([O-])c1ccc2c(c1)C(=NO)c1cc(F)ccc1-2,-7,5,-1.7,0,-1,-8,-10,13,-1,10,4
Cc1cccc(Nc2nc(N)nc(CN3CCC(C)CC3)n2)c1C,-11,-5,1.3,-6,-18,2,-7,5,7,-3,5
CCc1nnc(SCc2ccc(CSc3nnc(CC)n3N)cc2)n1N,-17,-11,0.9,-2,4,2,-4,12,2,-1,3
CCOc1cccc(CN2CCCC(C(=O)Nc3ccc(-c4ccn[nH]4)cc3)C2)c1O (configuration not stated),14,-11,-0.6,8,2,1,6,0,-11,-2,11
Cc1ccc(NS(=O)(=O)c2ccc3[nH]c(=O)c(=O)[nH]c3c2)cc1Cl,3,-3,-3.0,-9,5,-1,-1,5,4,-3,-38
Cc1cc(C)c(NC(=O)C2CCCN2C(=O)NC2CCCCC2)c(C)c1 (configuration not stated),0,-4,-1.8,1,4,-4,-15,4,-5,6,11
CC(C)Nc1nc(NC(C)C)nc(OCCOC(=O)c2ccccc2)n1,7,11,-0.8,13,-3,-9,9,21,6,0,1
CC(=O)c1ccc(N/C=C/C(=O)c2ccc(Br)cc2)cc1,-5,2,-1.9,2,0,-4,-54,-89,9,-31,-42
COc1ccc(CCNC(=O)c2[nH]c(C)c(C(C)=O)c2C)cc1,-6,-2,-0.8,-7,4,8,-2,17,4,7,-48
CS(=O)(=O)Nc1cccc(NC(=O)c2ccc(-c3ccc(F)c(F)c3)c3ccoc23)c1,-6,16,-0.9,.,5,-14,2,-32,15,.,-14
O=C(Nc1ccc2oc(-c3ccc(F)cc3)nc2c1)c1ccccc1F,-63,-19,-0.1,1,3,-5,-38,-21,-2,-5,-24
O=C1Nc2ccccc2-c2nnnn2C1N1CCCCC1 (configuration not stated),17,2,.,.,-5,2,.,.,.,.,2
CC1=C(C(=O)OC2CCCCCCC2)C(c2cc3c(cc2Br)OCO3)CC(=O)N1 (configuration not stated),19,10,-0.1,5,-14,-2,3,6,6,-13,-14
Cc1n[nH]c(C)c1CCc1nc2c3ccccc3nc(SCC(=O)Nc3ccccc3F)n2n1,0,9,4.1,5,16,2,-4,0,3,1,11
OC(COc1cccc(OCC(O)CN2CCOCC2)c1)CN1CCOCC1 (configuration not stated),9&-15,-17&2,-1.6&-1.8,16&0,-1&6,10&4,-2&-5,-7&0,12&1,-2&7,-15&-18
COc1ccc(-c2nc(CS(=O)CC(=O)NCc3ccco3)c(C)o2)cc1 (configuration not stated),16,7,1.1,-7,1,-5,-9,-28,7,-5,-25
CCCN(CCC)c1ccc(/C=N/NC(=O)CN2CCOCC2)cc1,32,.,-0.8,-2,-1,1,-8,-7,6,-2,.
Cn1c(N)c(C(=O)COC(=O)CNS(=O)(=O)c2ccc(Cl)c(Cl)c2)c(=O)n(C)c1=O,-5,-2,-1.5,11,-3,0,-7,6,4,1,3
COc1ccc(NC(=O)c2ccco2)cc1S(=O)(=O)N1CCCCC1,3,1,-0.5,3,-4,-8,-19,10,-1,-5,14
O=C(N/N=C/c1ccsc1)c1cc(-c2ccncc2)nc2ccccc12,21,-33,-1.2,-3,8,5,-15,21,-18,1,7
COc1ccc(-c2nnc(SCC(=O)c3ccc[nH]3)o2)cc1,-64,-50,0.2,-1,-14,-8,-67,-76,-5,-11,-65
Cc1ccc(NC(=O)CSc2nc3ccccc3c(=O)n2CCCC(=O)N2CCCC2)cc1,8,-8,-0.8,-1,-4,2,-7,1,7,1,-21
COc1ccc(NC(=O)CSCc2cc(=O)n3cc(C)sc3n2)cc1,13,20,0.7,-16,-10,1,-5,10,0,-2,-34
CC[C@]1(O)CC2CN(CCc3c([nH]c4ccccc34)[C@@](C(=O)OC)(c3cc4c(cc3OC)N(C=O)[C@H]3[C@@](O)(C(=O)OC)[C@H](OC(C)=O)[C@]5(CC)C=CCN6CC[C@]43[C@@H]65)C2)C1 (some centres not stated),23,-71,1.9,3,4,9,6,17,-27,5,4
CCCCn1c(C)csc1=Nc1cccnc1,-9,2,0.7,-3,5,4,11,18,18,2,17
Cc1cccc(CC(=O)NCCn2c(C)cc3ccccc32)c1,-6,9,-0.7,-5,0,5,15,0,14,3,3
COc1cc(OC)c(C(=O)NCC(c2cccs2)N(C)C)cc1OC (configuration not stated),-55,.,-0.4,-12,-3,-2,-9,-5,7,-20,.
O=C(CSc1nnc(-c2ccccc2)o1)c1ccc2c(c1)OCCO2,4,0,1.9,12,-7,0,6,-5,-2,-9,-18
C/C(CC(=O)Nc1ccc(Cl)c(Cl)c1)=N\NC(=O)C(=O)N1CCCCC1,11,13,-2.8,0,0,4,-5,10,-3,7,-14
COc1ccc([C@H]2C[C@H](n3cc(COC(=O)c4ccccc4)nn3)[C@@H](O)CN2C(=O)C2CCCCC2)cc1,5,9,-1.4,-6,-7,-5,8,-2,-6,-7,-22
O=c1[nH]c(C2CCCN(S(=O)(=O)c3ccccc3)C2)nc2c1nnn2Cc1cccc(Cl)c1 (configuration not stated),-1,-2,0.6,4,9,-9,-15,12,6,-10,-8
COC(=O)c1ccc(S(=O)(=O)N2CCCCCC2)cc1,21,14,3.1,1,2,0,1,0,-3,0,-15
C=CCn1c(C)nnc1SCC(=O)Nc1ccc2c(c1)OCCO2,-7,-12,0.8,1,4,4,-31,-18,12,-12,-11
Cc1ccc(-c2cc(C(=O)O)c3cc(Br)ccc3n2)s1,-22&-34,1&-11,-0.3&-2.1,-5&-6,7&-1,-8&0,-4&-27,-20&-39,36*,1&-12,-3&-13
O=C(COc1cccc(C(F)(F)F)c1)Nc1nnc(C2CC2)s1,-2,-7,0.7,3,2,1,-4,-12,-1,2,4
CCC(=O)Nc1ccc(S(=O)(=O)Nc2nccs2)cc1,13,-9,-0.9,-1,8,-6,1,-4,12,-15,0
CN(C)Cc1c(C(=O)N/N=C/c2ccc(OCc3ccc(F)cc3)cc2)nnn1-c1nonc1N,2,2,1.6,9,0,13,13,10,0,-12,22
NC(=O)C(Cc1ccccc1)N1C(=O)c2ccccc2C1=O (configuration not stated),-4,9,-1.0,-11,-5,-5,16,16,10,4,-5
# Additional structures.
SMILES,LRH-1 inv ag,NR2F2 inh,MC4R barr agon,TLR9-MyD88 block,NOD2 RIPK2 PPI,ABHD5 PLIN5 PPI,SRC1 inh,NCOA3 inh,MC4R antagonist,EBV LMP1 NFkB,SRC2 inh
Cn1c(SCc2ccc(C#N)cc2)nnc1-c1cccc(Cl)c1,-11,1,-2.4,-3,-4,-7,1,5,-1,4,0
C[C@H]1CN([C@@H](C)CO)C(=O)CCCn2nncc2CO[C@H]1CN(C)S(=O)(=O)c1ccc2ccccc2c1,-6,-7,0.7,4,-8,0,2,1,0,1,15
Cc1ccc(/C=N/NC(=O)c2ccoc2C)o1,-90,-30,-1.1,5,-5,2,-27,-14,-2,0,-44
O=C(O)CN1C(=O)/C(=C\c2cccc(OCc3ccc(Cl)cc3)c2)SC1=S,-63,-35,0.8,4,-3,-5,-13,-42,10,25,3
CC1(C)Cc2c(sc(NC(=O)C(=O)NCCCN3CCOCC3)c2C#N)CO1,18,-2,2.0,3,-2,6,-44,16,-1,-1,-5

# Bioassay records (PubChem)

# The list is partial; the hit share may differ from the screen's.
